# RPL19A-GFP yeast: RPL19A-GFP expression modulators in yeast, primary screen, cell-based, S. cerevisiae, multiplex flow cytometry, MLPCN | S. cerevisiae RPL19A-GFP strain, 3 h; hits give low values | percent response vs DMSO, % at 10 µM | hit rate 0.3% among 330,000;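 active = percent response vs DMSO below 50%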;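 note: median channel GFP fluorescence of the barcoded RPL19A-GFP strain; ratio of sample median GFP to plate DMSO average so 100% = DMSO; lower means less RPL19A-GFP as with rapamycin TOR inhibition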
# GRK2 aptamer HTS: compounds blocking aptamer binding on GRK2 – biochemical, human GRK2, bead flow cytometry, HTS, primary screen; FAM-aptamer displacement from GRK2; AID 488847, 2010; Beta-adrenergic receptor kinase 1 (Homo sapiens), P25098; inhibition of aptamer binding, % at 10 µM; hit rate 0.59% among 330,000;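 active = inhibition of aptamer binding above 40%, roughly 3 SD of noise, on plates passing a quality check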;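 note: median bead fluorescence of bound FAM aptamer so fluorescent compounds give negative values; no value below 0 was filed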
# VLA-4 inh: inhibition in human VLA-4 binding assay, primary screen, VLA-4 allosteric modulator project, MLPCN library, flow cytometry, VLA-4 expressing cells; ligand binding flow cytometry; inhibition, % (about 7 µM as worked out from the volumes in the protocol); hit rate 0.2% among 330,000; AID 2557, 2010; in the data active = inhibition above about 50%
# Target sequence (P13612 whole entry, looked up): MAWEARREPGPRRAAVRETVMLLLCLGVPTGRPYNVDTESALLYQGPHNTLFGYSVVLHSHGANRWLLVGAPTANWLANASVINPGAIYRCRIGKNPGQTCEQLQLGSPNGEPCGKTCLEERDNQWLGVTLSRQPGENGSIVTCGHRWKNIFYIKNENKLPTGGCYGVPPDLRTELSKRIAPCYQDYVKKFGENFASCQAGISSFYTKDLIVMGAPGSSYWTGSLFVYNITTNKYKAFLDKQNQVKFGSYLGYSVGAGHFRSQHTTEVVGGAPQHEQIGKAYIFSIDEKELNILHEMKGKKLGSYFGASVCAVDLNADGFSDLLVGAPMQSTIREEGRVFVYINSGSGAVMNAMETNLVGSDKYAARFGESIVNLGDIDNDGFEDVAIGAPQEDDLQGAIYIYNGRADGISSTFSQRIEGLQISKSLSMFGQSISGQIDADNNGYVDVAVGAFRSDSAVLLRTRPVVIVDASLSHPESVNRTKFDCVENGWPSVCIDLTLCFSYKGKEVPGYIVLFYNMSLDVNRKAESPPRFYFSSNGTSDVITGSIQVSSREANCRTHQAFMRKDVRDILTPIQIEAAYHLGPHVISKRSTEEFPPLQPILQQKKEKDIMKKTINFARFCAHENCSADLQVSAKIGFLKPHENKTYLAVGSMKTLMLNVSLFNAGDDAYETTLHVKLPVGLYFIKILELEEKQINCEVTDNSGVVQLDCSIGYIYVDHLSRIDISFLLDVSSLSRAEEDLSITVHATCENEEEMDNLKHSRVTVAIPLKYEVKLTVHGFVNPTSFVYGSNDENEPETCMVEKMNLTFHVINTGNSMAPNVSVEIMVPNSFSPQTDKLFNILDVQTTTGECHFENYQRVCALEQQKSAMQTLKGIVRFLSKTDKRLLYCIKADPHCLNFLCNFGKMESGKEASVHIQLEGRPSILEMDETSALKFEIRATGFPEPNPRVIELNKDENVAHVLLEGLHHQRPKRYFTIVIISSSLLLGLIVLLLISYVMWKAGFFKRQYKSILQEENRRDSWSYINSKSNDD
# MEP2-GFP yeast: modulators of MEP2-GFP levels in yeast, primary screen, S. cerevisiae, multiplex flow cytometry, MLPCN library; S. cerevisiae MEP2-GFP strain, 3 h; 100% = DMSO control level; GFP response vs DMSO, % at 10 µM; hit rate 0.51% among 330,000; AID 2016, 2009;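 active = GFP response versus DMSO above a set limit, roughly screen mean plus 3 SD, cut at about 180% in these data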;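 note: median GFP fluorescence of the barcode-gated MEP2-GFP cells per well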
# LAP4-GFP MLPCN: modulators of LAP4-GFP expression in yeast, primary screen, S. cerevisiae, multiplex flow cytometry, MLPCN library. 3 h; median GFP as percent of DMSO wells. AID 2023, 2009. GFP response vs DMSO, % at 10 µM. hit rate 0.34% among 320,000;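 active = GFP response vs DMSO above a set limit, about the screen mean plus 3 SD, cut at about 150% in these data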
# CIT2 TOR yeast: modulators of CIT2-GFP expression in yeast, primary screen, S. cerevisiae, GFP fusion, multiplex flow cytometry, MLPCN library; hit rate 0.065% among 320,000; GFP response vs DMSO, % at 10 µM; S. cerevisiae CIT2-GFP strain, 3 h; 100 means same as DMSO wells;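 active = GFP response relative to DMSO above a set limit, near the screen mean plus 3 SD, cut at about 150% in these data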;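 note: ratio of well median GFP fluorescence to mean of DMSO wells on the plate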
# JMJD2C inh: inhibitors of GASC-1 histone demethylase, primary screen, biochemical, fluorescence, DELFIA europium | Lysine-specific demethylase 4C (Homo sapiens), Q9H3R0 | GST-JMJD2C(1-420) H3K9me3 demethylation | inhibition, % at 2.35 µM | hit rate 0.069% among 330,000;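 active = more than half of a compound's replicate wells show inhibition beyond 50%, single wells judged on their own value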;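 note: signal counts dimethyl H3K9 product captured on neutravidin plate; 0% = median of DMSO wells and 100% = 0.3 times that DMSO median; strong numbers were not always called active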
# AGP1-GFP MLPCN: modulators of AGP1-GFP expression in yeast TOR pathway, primary screen, cell-based, multiplex flow cytometry, S. cerevisiae, MLPCN library. 3 h; GFP as percent of DMSO wells. GFP response vs DMSO, % at 10 µM. hit rate 0.02% among 320,000;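 active = GFP response relative to DMSO above a set limit, near screen average plus 3 SD, cut at about 150% in these data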;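 note: median GFP channel fluorescence of the gated AGP1 strain per well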
# Active calls of the source: *; / = no result given; & = joins results of further samples.
SMILES,RPL19A-GFP yeast,GRK2 aptamer HTS,VLA-4 inh,MEP2-GFP yeast,LAP4-GFP MLPCN,CIT2 TOR yeast,JMJD2C inh,AGP1-GFP MLPCN
O=S(=O)(NC1CC1)c1ccc(S(=O)(=O)N2CCN3CCCC3C2)cc1 (stereo unspecified),108,1,9,108,106,103,4,105
O=C(OCC(=O)N1CCN(C(=O)c2ccco2)CC1)c1cc(-c2ccc(F)cc2)nc2ccccc12,72,1,8,104,187*,105,-2,129
Cc1cccc(-n2nnnc2SCc2csc(-c3ccccc3)n2)c1,97,4,0,94,105,79,4,95
CCCNC(=S)N1CCC(NC(=O)c2cccc(C)c2)CC1,104,3,-11,103,95,108,-10,104
Brc1ccc(OCc2nnc(SCC3CCCCC3)o2)cc1,104,1,2,111,99,110,-2,102
CNC(=O)c1[nH]cnc1C(=O)Nc1cccc(C)c1,93,0,18,91,83,100,2,65
CC(C)(C)c1ccc(C(=O)NCC(=O)OCC(=O)c2ccc3c(c2)-c2ccccc2C3)cc1,110,0,1,99,96,101,-7,99
CC(=O)N1CCN(CC(=O)Nc2c(Cl)cc(Cl)cc2Cl)CC1,102,0,3,106,103,103,0,115
Cc1cc(C)n(-c2ccc(Cl)c(Cl)c2)n1,105,0,10,111,102,101,2,106
COc1ccc(NS(=O)(=O)c2cc(OC)ccc2NC(=O)c2cc(C)oc2C)cc1,92,2,8,96,95,94,2,94
CCn1c(SCC(=O)N(C)CC(=O)Nc2cccc(OC)c2)nnc1-c1ccco1,88,0,-1,91,95,82,7,98
CCOC(=O)C1CCN(C(=O)c2cc(S(=O)(=O)N3CCOCC3)c(Cl)cc2Cl)CC1,91,0,2,99,100,94,0&5,94
Cc1nc(SCC(=O)N2CCCCC2)c2c(C)c(C)sc2n1,99,0,5,102,95,93,4,92
CCOc1ccc2[nH]cc(S(=O)(=O)c3ccc(Cl)cc3)c(=O)c2c1,92,4,17,85,89,95,9,93
Cn1c(=O)c2c(nc(N3CCCCC3)n2CCCNC2=NCCCC2)n(C)c1=O,96,0,-6,102,105,108,8,100
CSc1nc2ccc3nc(NC(=O)c4ccc(C)cc4)sc3c2s1,100,4,12,89,83,91,1,96
CCN(CC)c1ccc(CNC(=O)C/C(C)=N/NC(=O)COc2ccc(C)cc2Br)cc1,105,0,11,97,91,101,-31,102
O=C(/C=C/c1ccco1)Nc1ccc(-c2nc3ccccc3[nH]2)cc1,98,49*,17,98,106,103,6,98
CCOC(=O)C1(Cc2ccc(OC)cc2)CCN(C(=O)CN2CCCCC2=O)CC1,104,0,-5,114,100,108,0,106
O=C(CNC(=O)c1n[nH]c2ccccc12)Nc1cc(Cl)ccc1Cl,97,0,-8,104,98,100,-1,98
Cc1sc(NC(=O)C2CSC3(C)CCC(=O)N23)nc1-c1ccc(F)cc1 (stereo unspecified),103,0,4,98,102,108,-32,105
C[C@@H]([C@@H](O)c1ccccc1)N(C)C(=O)C(N)Cc1ccccc1 (stereo partly specified),92,0,-9,85,106,65,-4,72
CC(Sc1ccccc1)C(=O)N1CCN(S(=O)(=O)c2cccc(Br)c2)CC1 (stereo unspecified),107,5,-7,101,104,107,6,110
CCCSc1nnc(-c2ccccc2N)c(=O)[nH]1,95,0,-7,97,100,98,2,95
NC(=O)C1CCN(C(=O)c2ccc(-c3ccccc3)cc2)CC1,88,0,12,93,92,91,5,/

# (cont.)
SMILES,RPL19A-GFP yeast,GRK2 aptamer HTS,VLA-4 inh,MEP2-GFP yeast,LAP4-GFP MLPCN,CIT2 TOR yeast,JMJD2C inh,AGP1-GFP MLPCN
CCN1C(=O)[C@H]2[C@@H](c3ccc(Cl)cc3)N3C(=O)CN(Cc4ccccc4)C(=O)[C@@]3(C)[C@H]2C1=O,90,2,0,92,113,65,-1,74
COc1ccc(C(=O)N=C2SC3CS(=O)(=O)CC3N2Cc2ccc(F)cc2)cc1 (stereo unspecified),105,0,7,106,98,99,3,104
CCO[C@H]1OC(C(=O)O)=C[C@@H](C)[C@@H]1CCCO,96,0,28,88,101,101,-3,83
Cc1ccc(S(=O)(=O)N(C)C)cc1-n1c(SCC(=O)Nc2ccc(F)c(F)c2F)nc2ccccc2c1=O,99,2,12,99,84,94,2,89
O=C(Cc1ccc(-n2cccc2)cc1)NCc1cccs1,101,0,29,101,106,98,7,101
COc1ccc(NC2CCCN(C(=O)COc3ccc(C)cc3)C2)cc1 (stereo unspecified),97,7,-11,106,107,104,10,97
O=S(=O)(Nc1c(F)cccc1F)c1ccc(Cl)nc1,101,0,4,98,98,95,0,100
Cc1cc(C)n(CC(=O)N/N=C/c2ccc3c(c2)OCO3)n1,99,4,-5,96,90,106,-4,93
CCOC(=O)N1CCN(C(=O)c2cccc(OC)c2OC)CC1,94,0,-3,86,98,81,1,92
Cc1cc(O)cc(O[C@H]2OC(CO)[C@H](O)[C@@H](O)[C@H]2O)c1 (stereo partly specified),95,3,12,93,126,67,-5,75
COc1ccc(OC)c(C(=O)CSc2nnc(Cc3cccs3)n2C)c1,98,0,1,99,98,100,11,98
Cc1ccc(OCc2ccc(C(=O)O)o2)cc1C,99,2,26,102,95,90,0,90
Cn1c(CNS(=O)(=O)c2ccc(F)cc2)n[nH]c1=S,95,4,17,99,97,91,-22,94
COc1cc(NC(=O)C23CC4CC(C2)CC(n2nnc(C)n2)(C4)C3)c(OC)cc1Cl,96,4,22,99,92,102,13,103
CCN1C(=O)S/C(=C/c2ccc(Sc3nc4ccccc4[nH]3)o2)C1=O,104,0,-2,104,102,95,6,96
COCCN1C(=O)c2ccccc2C(C(=O)NCC2CCCO2)C1c1c[nH]c2ccccc12 (stereo unspecified),100,0,22,98,97,100,6,98
NC(=O)c1c(NC(=O)CSc2nnc(-c3ccco3)n2-c2ccccc2)sc2c1CCC2,105,16,-4,107,98,113,4,110
O=C(CN1C(=O)/C(=C/c2ccccc2F)Sc2ccccc21)NCCCN1CCOCC1,98,0,6,92,96,93,7,99
CC(C)CN(C(=O)CN1CCC(C)CC1)c1c(N)n(CC(C)C)c(=O)[nH]c1=O,102,2,4,100,91,91,5,102
O=C(O)CSCC(=O)Nc1cccc2ccccc12,102,0,3,105,102,103,4,102
CCOC(=O)C(NS(=O)(=O)c1ccccc1)(C(F)(F)F)P(=O)(OCC(C)C)OCC(C)C (stereo unspecified),99,1,9,103,101,92,-22,106
Cc1noc(C)c1C(=O)OCC(=O)Nc1c(F)cccc1F,98,0,0,106,106,106,5,107
CC1CCCC(NC(=O)c2ccc3c(c2)N(Cc2ccccc2)C(=O)CS3=O)C1C (stereo unspecified),99,5,-12,107,106,101,10,109
Cn1c(SCC(=O)Nc2ccc(N3CCOCC3)cc2)nnc1C(F)(F)F,95,3,-9,96,96,97,0,86
COc1cc(C(=O)NCCNc2nc3ccc(C)cc3cc2C#N)cc(OC)c1OC,99,2,-5,100,106,101,-8,101

# Next part
SMILES,RPL19A-GFP yeast,GRK2 aptamer HTS,VLA-4 inh,MEP2-GFP yeast,LAP4-GFP MLPCN,CIT2 TOR yeast,JMJD2C inh,AGP1-GFP MLPCN
COCC(=O)N(C)C1(c2nnnn2CCOC(=O)Nc2cccc3ccccc23)CCCC1,100,9,-2,102,100,105,-1,106
CC(C)Cc1nnc(NC(=O)C2CC(=O)N(c3ccc4c(c3)OCCO4)C2)s1 (stereo unspecified),98,1,-4,99,98,103,6,101
COc1cccc(/C=N/N2CCN(C3c4ccccc4-c4ccccc43)CC2)c1O,100,0,-3,101,110,110,-11,105
CCC(Oc1ccccc1)C(=O)Nc1nnc(S(=O)(=O)N2CCCCC2)s1 (stereo unspecified),104,1,7,98,102,106,-8,107
CCOC(=O)c1ccc(N2C(=O)c3n[nH]c(-c4ccco4)c3C2c2ccc([N+](=O)[O-])cc2)cc1 (stereo unspecified),100,1,-6,119,95,105,18,91
O=C(Nc1ccccc1F)c1ccc2snnc2c1,96,1,17,100,98,101,-9,93
Cc1csc(NC(=O)COCC(=O)O)c1-c1nc2ccccc2s1,96,3,23,98,114,99,-31,108
CNC(=O)CSc1nc2ccccc2c(=O)n1-c1cc(OC)ccc1OC,97,0,1,96,89,95,6,100
CCN(CC)S(=O)(=O)c1cc(NC(=O)CNc2cccc(S(=O)(=O)N3CCOCC3)c2)ccc1C,93,2,-10,100,89,102,-1,96
COCc1[nH]nc2c1C(C1C=CCCC1)C(C#N)=C(N)O2 (stereo unspecified),110,0,12,94,90,61,0,76
Cc1cc(C)n(CCCNC(=O)c2ccc3c(c2)NC(=O)CS3)n1,94,2,10,90,88,93,-6,101
Cc1ccc(NC(=S)NC(=O)c2cncc(Br)c2)cc1Cl,99,0,-5,96,/,/,-4,/

# GRK2 aptamer HTS, hit marks shown above.
SMILES,RPL19A-GFP yeast,GRK2 aptamer HTS,VLA-4 inh,MEP2-GFP yeast,LAP4-GFP MLPCN,CIT2 TOR yeast,JMJD2C inh,AGP1-GFP MLPCN
O=C(/C=C/c1ccco1)Nc1ccc(-c2nc3ccccc3[nH]2)cc1,98,49*,17,98,106,103,6,98

# Entries of single compounds as entered above. Screens in order: RPL19A-GFP yeast, GRK2 aptamer HTS, VLA-4 inh, MEP2-GFP yeast, LAP4-GFP MLPCN, CIT2 TOR yeast, JMJD2C inh, AGP1-GFP MLPCN
# Record of `CCn1c(SCC(=O)N(C)CC(=O)Nc2cccc(OC)c2)nnc1-c1ccco1` : 88, 0, -1, 91, 95, 82, 7, 98
# Record of `CCN(CC)c1ccc(CNC(=O)C/C(C)=N/NC(=O)COc2ccc(C)cc2Br)cc1` : 105, 0, 11, 97, 91, 101, -31, 102
# Record of `COCCN1C(=O)c2ccccc2C(C(=O)NCC2CCCO2)C1c1c[nH]c2ccccc12` (stereo unspecified) : 100, 0, 22, 98, 97, 100, 6, 98

# Filtered by structure, those above with a CF3 group
SMILES,RPL19A-GFP yeast,GRK2 aptamer HTS,VLA-4 inh,MEP2-GFP yeast,LAP4-GFP MLPCN,CIT2 TOR yeast,JMJD2C inh,AGP1-GFP MLPCN
CCOC(=O)C(NS(=O)(=O)c1ccccc1)(C(F)(F)F)P(=O)(OCC(C)C)OCC(C)C (stereo unspecified),99,1,9,103,101,92,-22,106
Cn1c(SCC(=O)Nc2ccc(N3CCOCC3)cc2)nnc1C(F)(F)F,95,3,-9,96,96,97,0,86
